# GalR3 antag = antagonists of human GalR3; O60755; HEK293 GalR3-CNG cAMP membrane potential fluorescence; galR3 body fused to GalR1 C-terminus; inhibition, % at 3 µM; hit rate 0.44% among 360,000; AID 651719;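 active = inhibition above the screen-wide average plus 3 SD, cut at about 13% in these data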;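 note: forskolin and galanin both at EC90 stimulate the cells; cAMP rise reported by CNG channel membrane potential dye signal; 0% = forskolin plus galanin with DMSO and 100% = forskolin alone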
# Target sequence (O60755 1-299 limits assumed): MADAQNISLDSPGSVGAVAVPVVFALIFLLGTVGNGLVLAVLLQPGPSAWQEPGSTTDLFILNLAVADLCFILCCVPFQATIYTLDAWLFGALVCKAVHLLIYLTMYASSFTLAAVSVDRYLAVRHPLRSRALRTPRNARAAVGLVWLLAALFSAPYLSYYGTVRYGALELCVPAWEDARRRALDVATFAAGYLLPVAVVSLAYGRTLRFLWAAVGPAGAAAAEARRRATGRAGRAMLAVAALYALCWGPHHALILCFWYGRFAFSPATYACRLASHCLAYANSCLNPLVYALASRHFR
# MEKK3 PB1 HTS = MEKK3-MEK5 PB1 interaction, increase or decrease; Q99759; bead-based flow cytometry, Alexa488-MEK5 binding to MEKK3; actives lie on both sides; 0 = blocked by unlabeled MEK5, 100 = vehicle; binding response (% of control), % at 10 µM; hit rate 1.4% among 290,000; AID 1529;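 active = binding response more than 3 SD above or below the average of its plate-row segment, actives on both sides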;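 note: Alexa488 bead fluorescence after subtracting the streptavidin-only scavenger bead signal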
# PHOSPHO1 inh = PHOSPHO1 (human) inhibition; Q8TCT1; recombinant PHOSPHO1, absorbance phosphatase assay; inhibition, % at 13.3 µM; hit rate 1.1% among 290,000; in the data active = inhibition above about 60%
# Target sequence (Q8TCT1 whole entry, looked up): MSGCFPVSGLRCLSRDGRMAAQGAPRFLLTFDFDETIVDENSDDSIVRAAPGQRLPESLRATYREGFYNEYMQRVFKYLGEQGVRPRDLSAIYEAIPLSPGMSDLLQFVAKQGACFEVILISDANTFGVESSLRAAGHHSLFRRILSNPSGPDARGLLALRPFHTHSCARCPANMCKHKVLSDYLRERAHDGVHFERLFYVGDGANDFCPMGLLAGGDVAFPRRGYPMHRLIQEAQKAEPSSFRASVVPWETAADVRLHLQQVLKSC
# GPR7 antag = blocks human GPR7 receptor signaling; P48145; GPR7-expressing cells, fluorescence antagonist assay; inhibition, % at 4.4 µM; hit rate 1.1% among 290,000; AID 1861; in the data active = inhibition above about 16%, passing the limit was not always enough;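 note: cells stimulated with the agonist NPW; 0% = agonist with vehicle and 100% = vehicle without agonist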
# V1aR counter = counter-screen for oxytocin receptor agonists: human V1a receptor agonists; CHO-V1R cells, Fluo-8 calcium fluorescence, agonist mode; 0% DMSO, 100% 3 nM vasopressin; activation, % at 3 µM; hit rate 0.25% among 320,000; AID 2797;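 active = activation above the mean activation of all tested compounds plus 3 SD, per screening run, cut at about 20% in these data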;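 note: signal is peak over basal fluorescence ratio across a 100 second FLIPR read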
# MEKK2 WT-MEK5 = raises or lowers MEK5 binding to wildtype human MEKK2 PB1 domain; Q9Y2U5; bead flow cytometry, Alexa488-MEK5 binding to MEKK2 WT; actives lie on both sides; binding response (% of control), % at 10 µM; hit rate 1.1% among 290,000; in the data active = binding response below about 67% or above about 130%
# NALP1 inh = blocks the NALP1 inflammasome reconstituted in yeast. S. cerevisiae NALP1/ASC/caspase-1 growth, X-gal OD620, 72 h. inhibition, % at 10 µM. hit rate 0.61% among 280,000. AID 2071; in the data active = inhibition mostly above about 24%, no sharp cut-off; inactive = mostly below about 32%; note: some compounds called inactive have numbers as strong as hits
# OXTR agonist = activates the human oxytocin receptor. P30559. CHO-OTR cells, Fluo-8 calcium fluorescence; normalized: DMSO 0%, oxytocin 100%. activation, % at 3 µM. hit rate 0.32% among 320,000. AID 2435;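 active = activation above the mean of all tested compounds plus 3 SD, cutoff set per screening run, cut at about 20% in these data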;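 note: peak over basal fluorescence ratio from a 100 s FLIPR kinetic read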
# Target sequence (P30559 whole entry, looked up): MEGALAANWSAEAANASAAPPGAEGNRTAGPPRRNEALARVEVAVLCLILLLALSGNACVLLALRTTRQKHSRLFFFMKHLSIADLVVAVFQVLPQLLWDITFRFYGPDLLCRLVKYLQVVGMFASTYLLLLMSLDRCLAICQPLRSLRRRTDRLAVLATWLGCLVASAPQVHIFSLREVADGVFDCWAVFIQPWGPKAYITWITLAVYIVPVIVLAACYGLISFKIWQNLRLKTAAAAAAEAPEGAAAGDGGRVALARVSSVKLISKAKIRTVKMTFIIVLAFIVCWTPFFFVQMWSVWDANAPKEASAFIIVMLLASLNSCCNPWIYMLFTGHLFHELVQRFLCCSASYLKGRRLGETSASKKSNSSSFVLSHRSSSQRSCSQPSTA
# MEKK2 mut-MEK5 = signal of MEK5 binding to mutant human MEKK2 PB1 domain | bead flow cytometry, Alexa488-MEK5 binding to MEKK2 mutant | percent response, % at 10 µM | hit rate 0.35% among 290,000; in the data active = percent response above about 24%, passing the limit was not always enough; note: inactives centre near 1; some results filed as inactive read as strong as hits; reference of the scale not given here
# Active calls of the source: *; / = not tested or not shown.
# Start of the listing, in advance (3 entries):
SMILES,GalR3 antag,MEKK3 PB1 HTS,PHOSPHO1 inh,GPR7 antag,V1aR counter,MEKK2 WT-MEK5,NALP1 inh,OXTR agonist,MEKK2 mut-MEK5
CC(C)(C)NS(=O)(=O)c1ccc(CCC(=O)O)cc1,-2,99,23,-8,-0.6,101,4,0.4,9
O=C(NCc1ccco1)N1c2ccccc2Sc2ccccc21,-8,100,-25,-13,-0.3,95,9,-2.5,-1
COC(=O)C1=C(C)NC(C)=C(C(=O)OC)C1c1ccccn1,3,105,-18,-4,-0.1,106,26,0.5,8

# All compounds of this part, from the first entry:
SMILES,GalR3 antag,MEKK3 PB1 HTS,PHOSPHO1 inh,GPR7 antag,V1aR counter,MEKK2 WT-MEK5,NALP1 inh,OXTR agonist,MEKK2 mut-MEK5
CC(C)(C)NS(=O)(=O)c1ccc(CCC(=O)O)cc1,-2,99,23,-8,-0.6,101,4,0.4,9
O=C(NCc1ccco1)N1c2ccccc2Sc2ccccc21,-8,100,-25,-13,-0.3,95,9,-2.5,-1
COC(=O)C1=C(C)NC(C)=C(C(=O)OC)C1c1ccccn1,3,105,-18,-4,-0.1,106,26,0.5,8
O=C(COC(=O)CCc1nc2ccccc2c(=O)[nH]1)Nc1ccc(N2CCOCC2)cc1,-3,97,33,-6,-0.3,100,10,-0.3,3
COc1ccc(NC(=O)c2c(C(F)(F)F)nn(C)c2SCc2ccccc2)cc1,-5,102,24,0,-0.8,104,1,-2.4,2
Cc1[nH]c2ccccc2c1/C=N/NC(=O)C1CC1(c1ccccc1)c1ccccc1 (configuration not stated),-3,103,-9,-5,0.8,101,13,1.1,0
O=C1NC(CCc2ccccc2)C(=O)N1CCOc1ccccc1 (configuration not stated),-5,114,36,-2,-0.6,106,2,-1.2,4
N#Cc1c(-c2ccccc2)nc(SCC(=O)Nc2ccccc2F)[nH]c1=O,-5,94,16,-10,-1.0,95,22,-0.4,0
Cc1nn(-c2ccccc2)c(N2CCCCC2)c1/C=N/O,-2,95,46,-3,-1.3,97,6,-2.1,-2
CCOC(=O)c1ccc(NC(=O)CSc2nnc(CNc3ccc(C)cc3)n2C)cc1,1,103,-13,-6,0.1,100,49,-1.6,5
COCCCN(C(=O)c1ccco1)c1nc(-c2ccc(OC)cc2)cs1,-11,102,9,-12,1.3,104,-5,0.8,1
CC(C)c1nc2c(c(=O)n(C)c(=O)n2C)n1C,1,88,20,-11,-0.5,79,12,0.6,5
COc1ccc(NC(=O)c2oc3ccccc3c2NC(=O)C2CC2)cc1OC,-1,102,36,-14,-1.0,104,29,-1.2,7
CC1(C)CC(=O)C2=C(C1)OC(c1cccs1)C(C#N)=C2N (configuration not stated),-2,110,21,4,0.1,108,-2,-0.6,8
Cc1ccccc1S(=O)(=O)Nc1nc2ccccc2nc1NCCO,-5,103,3,5,0.0,106,-1,0.5,8
O=C(OC1Cn2c(=O)ccc(=O)n2C1)c1ccc([N+](=O)[O-])cc1,-6,94,2,6,-0.2,96,36,0.8,-3
O=S(=O)(c1cc(Cl)ccc1Br)N1CCOCC1,-4,97,-1,-6,-1.0,102,-14,-0.9,-1
CC(C)NC(=O)COC(=O)c1cc(F)c(F)cc1Cl,-4,100,11,-6,-0.1,103,11,-1.1,2
CCCc1nc2ccccc2c(=O)n1NC(=O)c1c(O)c2ccccc2n(C)c1=O,3,95,-7,-1,0.5,90,24,-0.3,-8
CC(C)c1ccc(NC(=O)COc2ccccn2)cc1,-4,100,20,13,0.3,95,8,-1.4,-2
COc1ccccc1CN1CC(C(=O)NCc2cnn(C)c2)CCC1=O (configuration not stated),-2,104,33,-10,-0.1,111,8,0.3,7
O=C(CN1CCC(n2nnc3cc(F)ccc32)CC1)N1CCc2ccccc2C1,-10,100,-4,3,1.1,99,2,0.4,3
CCC1(C)Cc2ccccc2/C(=C/C(=O)N2CCCCC2)N1 (configuration not stated),-5,100,26,5,-1.3,101,6,-2.7,2
CCOc1ccc(NC(=S)N2CCCN(Cc3cccc(Cl)c3)C2)cc1,0,104,38,-15,-0.2,105,-8,0.6,-2
O=C(CSc1nnnn1C1CCCCC1)NNC(=O)c1ccco1,-3,98,39,-3,-0.2,102,-3,0.7,3
O=S(=O)(Nc1cc(Sc2ncn[nH]2)c(O)c2ccccc12)c1ccccc1,-9,116,2,-21,/,98,-8,/,-1
C/C(=N\NC(=O)Cn1nnc2ccccc21)c1ccco1,-2,101,35,-10,0.5,99,16,0.0,0
CCC(C)C(NC(=O)C1CCC(C)CC1)C(=O)NCc1ccco1 (configuration not stated),-4,94,-22,8,-1.6,94,-9,-0.7,-11
CSc1ccccc1NC(=O)C1CCCN(S(C)(=O)=O)C1 (configuration not stated),-7,105,/,-17,0.3,107,0,0.3,12
O=C(N/N=C/c1sc(=O)[nH]c1-[n+]1ccccc1)c1ccccc1[O-],2,91,24,14,1.2,81,15,1.1,-10
Cc1cc(=O)[nH]c(SCC(=O)Nc2nc(-c3ccccc3)cs2)n1,-5,/,18,-1,4.3,/,-8,2.7,/
CCOc1cc(C)c(-c2onc(C(F)(F)F)c2-c2csc(C)n2)c(O)c1,-7,105,4,-1,0.8,101,7,1.9,2
CCC(Oc1ccccc1)C(=O)Nc1nnc(S(=O)(=O)N2CCCCC2)s1 (configuration not stated),-6,103,-12,3,4.0,101,2,6.6,1
O=C(CNCCN1CCOCC1)Nc1ccccc1Sc1ccccc1,-8,97,-1,-5,2.3,96,34,1.7,-2
COCCN1Cc2cccc(C(=O)Nc3cccc(OC)c3)c2C1=O,-1,114,11,10,-0.6,115,9,-0.8,16
CCCCc1nc2cc(C(=O)NCc3cc(C)n(C)n3)ccc2o1,1,100,36,-1,-0.5,103,-10,-1.8,6
COc1cccc2[nH]c3c(N4CCC(C(N)=O)CC4)ncnc3c12,0,76,-2,-4,-0.2,87,3,-1.2,-12
CN(C)/C=C1/C=C(c2ccccc2)OC1=O,-5,102,2,-9,0.2,104,-16,-0.1,3
COc1cccc(N2CCN(C(=O)Cn3c(=O)oc4ccccc43)CC2)c1,-10,102,30,2,2.0,101,18,0.2,7
O=C(c1cccc(Cl)c1)N1CCCC(C(=O)N2CCCCCC2)C1 (configuration not stated),-5,106,9,-6,-0.2,102,-14,-1.7,4
N#Cc1cccc2c1-c1ccccc1/C2=N/NC(N)=O,/,103,20,-9,5.7,104,6,0.3,7
CCCc1cnc(N2CCN(C(=O)c3ccccc3)CC2)nc1,-8,106,11,16,4.2,104,-1,1.7,4
O=C(COC(=O)CC(c1ccccc1)c1ccccc1)NCc1ccccc1,-3,101,-18,-3,0.2,100,22,-2.0,-2
CCc1nnc(NS(=O)(=O)c2ccc(N/C=C/C(=O)c3ccc(C)cc3)cc2)s1,-2,100,-19,-1,0.3,96,31,0.1,-3
CCc1nnc(NC(=O)CSc2nc3cc(OC)ccc3cc2C)s1,-3,106,26,-12,1.3,94,3,-0.8,-10
CCc1nnc(NS(=O)(=O)c2ccccc2)s1,-1,101,3,-8,0.1,100,11,0.0,5
CCOC(=O)C1=C(C)OC(N)=C(C#N)C1c1cc(Cl)c(OCC(N)=O)c(OC)c1 (configuration not stated),-5,110,-36,-17,0.6,121,9,-0.2,9
Cc1cc(N2CCc3ccccc32)n2ncnc2n1,2,92,/,-11,-0.3,97,/,-2.1,-5
CN(C)c1ccc(CN(C(=O)c2ccc(Cl)c([N+](=O)[O-])c2)C2CCS(=O)(=O)C2)cc1 (configuration not stated),-6,96,22,-4,2.0,95,/,0.3,-5
O=C(/C=C/c1cccs1)NC(=S)Nc1ccc(S(=O)(=O)Nc2ccccc2C(F)(F)F)cc1,0,93,-15,-19,0.5,88,8,-1.8,-12
O=C1CCC(C(=O)OC(C(=O)c2c[nH]c3ccccc23)c2ccccc2)=NN1 (configuration not stated),0,101,-1,-8,0.8,100,7,1.9,2
COc1ccccc1N1CCN(C(c2cccs2)C(C)NC(=O)C(=O)N2CCOCC2)CC1 (configuration not stated),-7,104,29,-19,0.9,104,10,1.3,5
CCOC(=O)n1c(=O)oc2ccccc21,-9,91,-1,4,0.9,94,6,1.1,-4
Cc1cc(=O)n2c3ccccc3n(CC(O)CN3CCC(C)CC3)c2c1C#N (configuration not stated),-3,135*,-9,-2,/,105,20,/,0
C=CCC1(CC=C)CCCN1C(=O)C1CCC(=O)N(CCc2ccc(OC)cc2)C1 (configuration not stated),0,95,34,2,-1.0,96,21,-0.1,-9
CCOC(=O)N1CCC(c2nc3ccccc3[nH]2)CC1,-2,100,-9,-2,-0.5,101,15,-0.5,4
Cn1c(/C(C#N)=C(\O)c2ccc(Cl)s2)nc2ccccc21,-6,98,2,-4,0.3,97,14,1.0,-1
O=C(NC1CC2CCC1C2)c1ccco1 (configuration not stated),-10,101,36,-8,-0.6,102,-4,0.0,0
CCC1(C)Cc2c(sc3c2c(=O)n(C)c2nnc(SCc4ccccc4)n32)CO1 (configuration not stated),-4,102,7,-14,0.2,104,14,0.6,6
FC(F)(F)c1cnc(-c2cnc(-c3cccnc3)nc2)c(Cl)c1,-2,105,24,-5,0.1,104,-7,0.4,4

# Other compounds.
SMILES,GalR3 antag,MEKK3 PB1 HTS,PHOSPHO1 inh,GPR7 antag,V1aR counter,MEKK2 WT-MEK5,NALP1 inh,OXTR agonist,MEKK2 mut-MEK5
Cn1c(SCC(=O)Nc2nnc(-c3ccccc3)o2)nnc1C1CC1,2,103,32,-11,1.1,104,-5,0.7,4
c1ccc(-c2ccccc2OCCN2CCCC2)cc1,-13,101,-7,-1,0.8,107,15,1.4,12
COc1cc(C(=O)N2CCSCC2)ccc1OC1CCN(C(C)=O)CC1,0,106,-5,-1,1.7,108,-3,0.4,6
CN1CCCN(C(=O)c2ccc(Cl)cc2)CC1,-1,98,54,-6,0.4,97,15,-0.2,-2
COc1ccc(/C=N/NC(=O)c2ccc(Cl)c(S(N)(=O)=O)c2)cc1OCC(N)=O,-7,102,46,5,0.0,99,2,1.0,13
O=C(Nc1ccc(F)c(F)c1)c1ccc(F)c(S(=O)(=O)N2CCC3(CC2)OCCO3)c1,-9,103,-19,-1,8.9,101,-5,11,-2
C/C=C/c1ccc(OCC(O)CN2CCCCCCC2)c(OC)c1 (configuration not stated),-1,92,8,-2,-0.9,103,1,0.8,-3
CCc1ccccc1NC(=O)NNC(=O)CCc1ccccc1,-2,99,36,-6,0.5,99,0,-1.4,-2
CCCc1cc(=O)oc2cc(OCC(=O)NCCCn3ccnc3)c(Cl)cc12,-1,102,7,-4,0.0,101,-10,0.0,3
CCn1ncc(Br)c1C(=O)Nc1ccccc1OC,-8,92,-10,-13,-0.5,83,5,-2.0,-15
CCOc1ccccc1C1NC(=O)NC(C)=C1C(=O)OC1CCCC1C (configuration not stated),-4,91,-10,-10,-1.3,95,6,-1.8,-2
CCOC(=O)c1cc(S(=O)(=O)NCc2ccco2)cn1C,-8,104,14,-14,0.9,103,27,2.7,2
Cc1cc(C)nc(SCc2nnc(SCC(=O)OC3CCCCC3)o2)n1,-3,97,0,-2,1.1,104,10,-0.6,-1
CC(=O)Nc1ccc(Nc2nc(C)nc3c2nnn3Cc2ccccc2Cl)cc1,-9,96,10,-5,1.2,96,-3,-0.4,0
CC(C)(C)OC(=O)N[C@@H](Cc1ccccc1)c1nnc(SCC(=O)O)o1,0,99,-23,-3,0.8,95,-24,-0.1,-4

# Two entries from above, set out differently.
Structure	GalR3 antag	MEKK3 PB1 HTS	PHOSPHO1 inh	GPR7 antag	V1aR counter	MEKK2 WT-MEK5	NALP1 inh	OXTR agonist	MEKK2 mut-MEK5
CCCc1cc(=O)oc2cc(OCC(=O)NCCCn3ccnc3)c(Cl)cc12	-1	102	7	-4	0.0	101	-10	0.0	3
CCOc1ccccc1C1NC(=O)NC(C)=C1C(=O)OC1CCCC1C (configuration not stated)	-4	91	-10	-10	-1.3	95	6	-1.8	-2
